Screening results (PubChem)
PI4K2A block – qHTS for small molecular inhibitors of PI4K2A. activity change, negative = inhibition, % at 76.9 µM. hit rate 0.13% among 420,000. purified PI4K2A, ADP-Glo luminescence, 1 h; active compounds read low; in the data active = activity change below about -50%; inconclusive = mostly about -30% to -49%;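 also: -100% = wells without enzyme as full effect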
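PI4K2A activity was measured by ADP-Glo luminescence: enzyme (4 ug/mL stock) and phosphatidylinositol (1.2 mM stock) in Tris pH 7.5/MgCl2/EGTA/Triton X-100 buffer were reacted with ATP (300 microM stock) for one hour at ambient temperature.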
JMJD2A Tudor inh – qHTS Assay for Inhibitors of JMJD2A-Tudor Domain; AlphaScreen JMJD2A-Tudor / H3K4me3 peptide binding; AID 504339, 2011; hit rate 4.4% among 390,000; Potency, µM (series often up to 114 µM), for inactives: at the top dose activity change, negative = inhibition, actives largely listed as inhibitors; also: potency is read from the fitted curve at half-maximal effect; % is scaled to controls: 0 for no effect and ±100 for the full control effect; nearly all actives have a fitted effect of over 50% in size
Pin1 inhibitor – qHTS Assay to Find Inhibitors of Pin1 | Peptidyl-prolyl cis-trans isomerase NIMA-interacting 1 (Homo sapiens), Q13526 | Potency, µM (top dose mostly 115 µM), without a hit: at the top dose activity, negative = inhibition, actives largely listed as inhibitors | hit rate 0.009% among 390,000 | AID 504891, 2011 | Pin1 FP peptide displacement, HiFluor488, 10 min; active = well fitted inhibition curve with a large enough effect in the polarisation, with a control signal flat, not every such curve was filed as active; inconclusive = small, poorly fitted or top-dose-only effect, or effect the other way, or a change in a side signal; inactive = no such curve, though single readings can be large or run the other way; the % refers to the polarisation; also: potency is read from the fitted curve at half-maximal effect; % is scaled to controls: 0 for no effect and ±100 for the full control effect
HP1b binding inh – HTS for Inhibitors of HP1-beta Chromodomain Interactions with Methylated Histone Tails; Chromobox protein homolog 1 (Homo sapiens), P83916; AlphaScreen HP1-beta / biotin-H3K9me3 peptide binding; Potency, µM (top dose mostly 114 µM), for the others: at the highest dose activity change, negative = inhibition, actives largely listed as inhibitors; hit rate 0.56% among 390,000; also: potency is read from the fitted curve at half-maximal effect; nearly all actives have a fitted effect of over 70% in size; inactives centre near 23
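AlphaScreen: HP1-beta (50 nM) preformed 30 min with biotin-H3(1-18)K9me3 peptide (50 nM) in PBS pH 7.4, 0.01% Tween-20. Compound added for 30 min at RT, then streptavidin donor/nickel chelate acceptor beads (10 ug/mL) for 30 min.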
Tb PGK inh – qHTS Assay to Find Inhibitors of Phosphoglycerate Kinase; Phosphoglycerate kinase, glycosomal (Trypanosoma brucei brucei), P07378; PGK/GAPDH coupled, Kinase-Glo luminescence, 60 min; Potency, µM (doses to about 57.5 µM), inactives show at the highest dose activity change, negative = inhibition, usual class: inhibitors; hit rate 0.043% among 380,000; AID 602233, 2012; also: potency is read from the fitted curve at half-maximal effect; % is scaled to controls: 0 for no effect and ±100 for the full control effect; nearly all actives have a fitted effect of over 60% in size
Target sequence (P07378 whole entry, looked up): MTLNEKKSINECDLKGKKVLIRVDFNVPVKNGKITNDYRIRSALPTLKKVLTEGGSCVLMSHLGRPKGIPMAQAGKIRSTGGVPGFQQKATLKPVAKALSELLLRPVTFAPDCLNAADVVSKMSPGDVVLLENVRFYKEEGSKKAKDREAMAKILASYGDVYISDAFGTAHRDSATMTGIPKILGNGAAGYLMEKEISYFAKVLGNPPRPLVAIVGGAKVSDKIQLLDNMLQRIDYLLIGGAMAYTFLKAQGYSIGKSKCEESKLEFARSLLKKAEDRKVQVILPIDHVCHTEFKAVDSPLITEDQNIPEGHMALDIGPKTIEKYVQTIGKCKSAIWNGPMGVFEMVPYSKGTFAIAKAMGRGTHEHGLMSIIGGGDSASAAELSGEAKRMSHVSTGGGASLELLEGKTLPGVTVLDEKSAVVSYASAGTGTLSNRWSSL
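Luminescent ATP detection (Kinase-Glo Plus) follows a 60-minute room-temperature incubation, with wells lacking PGK as controls. Buffer: 100 mM TEA (pH 7.6), 5 mM MgCl2, 0.01% Tween-20. Coupling enzyme GAPDH (100 nM final) supplies unstable 1,3-BPG in-well.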
GLS inhibitor – qHTS for Inhibitors of Glutaminase (GLS); Glutaminase kidney isoform, mitochondrial (Homo sapiens), O94925; AID 624170, 2012; GLS enzymatic activity, qHTS titration; Potency, µM (highest dose often 45.5 µM), inactives show at the highest dose activity change, negative = inhibition, most hits filed as inhibitors; hit rate 0.21% among 410,000; also: potency is read from the fitted curve at half-maximal effect; % is scaled to controls: 0 for no effect and ±100 for the full control effect
Target sequence (O94925 whole entry, looked up, canonical isoform): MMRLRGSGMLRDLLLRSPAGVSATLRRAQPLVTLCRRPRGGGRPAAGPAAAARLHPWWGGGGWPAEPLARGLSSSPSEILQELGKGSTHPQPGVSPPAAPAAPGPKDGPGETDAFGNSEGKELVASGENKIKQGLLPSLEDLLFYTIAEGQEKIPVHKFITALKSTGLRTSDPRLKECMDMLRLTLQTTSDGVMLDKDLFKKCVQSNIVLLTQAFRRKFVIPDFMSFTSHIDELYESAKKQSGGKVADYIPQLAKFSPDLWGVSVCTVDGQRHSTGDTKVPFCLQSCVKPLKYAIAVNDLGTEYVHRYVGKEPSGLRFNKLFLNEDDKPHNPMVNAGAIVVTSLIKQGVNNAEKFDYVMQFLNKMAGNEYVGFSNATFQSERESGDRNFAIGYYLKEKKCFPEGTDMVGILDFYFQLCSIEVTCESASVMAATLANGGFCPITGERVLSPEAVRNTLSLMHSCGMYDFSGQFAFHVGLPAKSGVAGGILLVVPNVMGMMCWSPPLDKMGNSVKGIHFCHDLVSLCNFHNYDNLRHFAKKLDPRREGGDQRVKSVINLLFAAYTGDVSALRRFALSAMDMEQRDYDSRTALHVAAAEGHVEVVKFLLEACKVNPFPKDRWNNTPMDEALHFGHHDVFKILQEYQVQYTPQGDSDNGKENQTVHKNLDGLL
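Enzyme dispensed in phosphate buffer (45 mM, pH 8.2, 0.02% Tween-20), compounds pinned in, then 1 mM L-glutamine solution and the glutamate oxidase–HRP–Amplex Red mix added; fluorescence read immediately and again after 30 min at room temperature.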
BAZ2B inh – qHTS Assay for Inhibitors of BAZ2B; AID 504333, 2011; hit rate 4.4% among 360,000; AlphaScreen BAZ2B-H3K14Ac peptide displacement; Potency, µM (highest dose often 114 µM), for inactives: at the highest dose activity change, negative = inhibition, actives largely listed as inhibitors; also: potency is read from the fitted curve at half-maximal effect; % is scaled to controls: 0 for no effect and ±100 for the full control effect; nearly all actives have a fitted effect of over 60% in size
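BAZ2B (50 nM) with biotin-H3(5-23)K14Ac peptide (50 nM) in PBS pH 7.4, 0.01% Tween-20, preformed 30 min, then compound 30 min at room temperature; top concentration 110uM. AlphaScreen streptavidin donor/nickel chelate acceptor beads (10 ug/mL final), 20 min dark, signal read.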
G9a block – qHTS Assay for Inhibitors of Histone Lysine Methyltransferase G9a. hit rate 8.8% among 350,000. AID 504332, 2011. Histone-lysine N-methyltransferase EHMT2 (Homo sapiens), Q96KQ7. Potency, µM (series often up to 102 µM), for the others: top-dose activity, negative = inhibition, hits mostly inhibitors. G9a H3K9 monomethylation, AlphaScreen, 2 h; also: potency is read from the fitted curve at half-maximal effect; % is scaled to controls: 0 for no effect and ±100 for the full control effect; nearly all actives have a fitted effect of over 75% in size
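Methyltransferase reactions run at room temperature for 2 h (20 nM enzyme, 500 nM biotin-H3K9 peptide, 20 uM SAM) after a 15 min compound preincubation; product detected by AlphaScreen beads and anti-H3K9me1 antibody.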
POLH inh – qHTS for Inhibitors of Polymerase Eta. hit rate 1.2% among 390,000. AID 588591, 2011. recombinant Pol eta, fluorescent DNA replication assay. Potency, µM (top dose mostly 114 µM), for inactives: top-dose activity change, negative = inhibition, usual class: inhibitors; also: potency is read from the fitted curve at half-maximal effect; % is scaled to controls: 0 for no effect and ±100 for the full control effect
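Fluorescent replication assay: 50 nM final substrate added after a 15 min room-temperature compound preincubation with 10 nM enzyme. Signal taken at 0 min and again at 10 min.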
Active calls of the source: *; i = inactive; ? = inconclusive; / = no result given; [ ] = dose if it differs, or a comment. Unless noted, calls follow the shape of the dose curve; as a rule, active = well fitted curve in the direction sought with a large enough effect; inconclusive = small, poorly fitted or top-dose-only effect, or another doubt; inactive = no such curve, though single readings can be large; an effect the other way counts as inactive or inconclusive. A portion of the library. The share of hits here may be higher or lower than overall.

SMILES | PI4K2A block | JMJD2A Tudor inh | Pin1 inhibitor | HP1b binding inh | Tb PGK inh | GLS inhibitor | BAZ2B inh | G9a block | POLH inh
O=C(COc1ccccc1)NNc1nc2c(F)cccc2s1 | 3.3 | -8.8%[57.1 µM] | -0.8% | 11.9% | -2.7% | 13.8% | -18.1% | 7.7% | -19.0%
CCc1nnc(NC(=O)COc2ccc(N(C)S(=O)(=O)c3ccc(C)cc3)cc2)s1 | 5.4 | -3.4% | 17.0% | 54.5%[activator] | -1.8% | 3.9% | / | -4.2% | -3.8%
COc1ccc(Cn2ccc3nc(C)c(C(=O)N4CCN(c5ccccc5F)CC4)cc3c2=O)cc1 | 0.3 | -32.0% | ? | 4.8% | i | 4.0% | ? | 5.7%[59 µM] | -11.3%
O=C(COc1ccc2c3c(c(=O)oc2c1)CCCC3)NCCCN1CCCC1=O | 2.6 | -6.9% | 2.9% | 45.4%[activator] | 9.4% | -6.4% | -8.2% | 25.3% | -6.1%
O=S(=O)(CCOc1ccccc1)c1nc2ccccc2[nH]1 | -4.7 | 13.2% | -2.3% | 47.4%[activator] | -8.2% | 0.2% | -1.4% | ? | 6.0%
CNC(=O)c1nnc(Cc2ccc(Cl)cc2)o1 | 2.5 | -2.8% | -6.0% | 47.7%[activator] | 4.3% | -6.4% | 7.9% | 15.3% | -22.0%
COCC(=O)Nc1ccc(OCc2ccccc2)cc1 | -21.1 | -7.0% | 6.1% | 35.9% | -9.9% | 0.6% | 9.2% | 5.2%[59 µM] | -20.9%
CC1CCCN(Cc2c(O)ccc3c(=O)c(-c4nc5ccccc5s4)c(N)oc23)C1 (centres undefined) | 0.9 | -12.5% | 38.1% | -3.3% | 8.0% | 10.8% | -12.8% | / | -19.3%
C=CCc1c(C)nc(N2CCSCC2)[nH]c1=O | -1.6 | ? | -1.7% | -2.5% | 2.7% | -6.1% | -2.2% | 6.1%[59 µM] | -14.8%
FC(F)Sc1nc2ccccc2[nH]1 | 3.1 | ? | -2.7% | 48.4%[activator] | -4.6% | 5.0% | 0.4% | -14.9%[12.7 µM] | -9.6%
COc1ccc(CC(=O)N2CCN(C(=O)c3ccco3)CC2)cc1 | -0.9 | -6.6% | -1.0% | 12.3% | -2.4% | 0.4% | -1.3% | ? | -4.8%
CCOC(=O)C1CCCN(c2c(NCCc3cccc(C)c3)c(=O)c2=O)C1 (centres undefined) | 1.8 | 7.8% | -4.7% | 25.3% | -4.3% | 0.1% | -7.8% | 10.6% | -15.3%
CCN1CCN(Cc2ccc(OC)c(OCc3ccccc3)c2)CC1 | -3.4 | -19.0% | -7.7% | 8.2% | i | -5.0% | -37.7% | ? | -6.9%
CCCCCCCCCOC(=O)C1N2C(=O)[C@@H](NC(=O)COc3ccccc3)[C@H]2SC1(C)C (some centres undefined) | 0.8 | 9.2% | 10.0% | 58.7%[activator] | 6.4% | -1.7% | / | / | -29.7%
COc1cc(CNC(=O)c2sc3ncccc3c2-n2cccc2)cc(OC)c1OC | -4.6 | -26.8% | -1.1% | 39.2%[activator][57 µM] | i | -1.0% | -18.7% | 4.7%[59 µM] | -14.3%
CCOC(=O)CNS(=O)(=O)c1cc(-c2nn(C)c(=O)c3ccccc23)ccc1C | -6.2 | ? | -14.1% | -7.4% | -10.3% | 48.4%[activator] | 56.2µM* | ? | ?
COc1ccc2c(c1)-c1nc(/N=C/c3ccc(O)cc3)sc1CC2 | -4.3 | ? | 1.1% | -16.4% | -7.4% | 11.7% | 50.1µM* | ? | -11.4%
O=C(NC1CCCCC1)c1cc(-c2ccc(Cl)cc2)on1 | -2.7 | -6.8% | -6.8% | 0.3% | 5.9% | 9.4% | -14.4% | 18.6% | 4.0%
Cc1ccc(CNC(=O)CSc2nc3ccsc3c(=O)n2-c2ccc(Br)cc2)cc1 | -13.0 | -6.3% | 0.1% | 21.7% | i | 7.0% | -4.3% | -2.4%[59 µM] | -0.3%
O=C(NCc1cccs1)C1CCCN1C(=O)Nc1ccccc1 (centres undefined) | -0.5 | -10.8% | 9.3% | 19.6% | -4.8% | -11.5% | -9.2% | 5.5%[12.7 µM] | 9.1%
CCc1nnc(NC(=O)CN2CCN(Cc3ccccc3Cl)CC2)s1 | -2.1 | -7.6% | 2.0% | 24.2% | -2.5% | 9.0% | -14.1% | ? | -17.0%
CCCCn1c(N)c(N(CC(C)C)C(=O)CSCc2ccc(Cl)c(Cl)c2)c(=O)[nH]c1=O | 2.8 | -13.6% | 5.6% | 2.4% | 5.8% | 1.1% | -4.2% | -40.7% | -0.5%
Cc1cc(C(C)(C)C)oc1C(=O)O | -0.2 | -12.7% | 3.6% | 34.3% | -3.7% | 0.2% | ? | -0.4% | -22.2%
Cc1c(-c2ccccc2)cnc2c(C)cccc12 | -5.4 | 126.8%[activator] | 4.0% | 194.5%[activator] | -3.7% | -2.0% | / | / | -2.7%
Cc1ccc(CNC(=O)CNS(=O)(=O)c2ccc3c(c2)C(C)(C)C(=O)N3C)cc1 | -2.9 | -0.7% | -0.4% | 20.4% | -8.4% | 3.4% | 9.5% | / | -13.9%

(cont.)
SMILES | PI4K2A block | JMJD2A Tudor inh | Pin1 inhibitor | HP1b binding inh | Tb PGK inh | GLS inhibitor | BAZ2B inh | G9a block | POLH inh
CCC(C)[C@H](NC(=O)OC(C)(C)C)C(=O)N/N=C/C1=Cc2ccccc2OC1 (some centres undefined) | -6.2 | -1.3% | 1.3% | 36.9% | -7.9% | 4.7% | -1.3% | ? | -21.4%
O=C(CSc1ncnc2nc[nH]c12)c1ccc(Cl)cc1 | 3.6 | 17.8µM* | -0.1% | -35.7% | -3.4% | -15.0% | ? | / | -4.5%
CCCNC(=O)Nc1ccc(NC(C)=O)cc1 | -3.3 | ? | 1.0% | 1.1% | / | -3.1% | -18.1% | -22.4% | 3.3%
Cc1ccc(CN2CCNC(=O)C2CC(=O)NCCCn2cccn2)o1 (centres undefined) | -8.8 | -17.1% | 2.5% | 32.9% | -5.3% | -1.4% | -4.6% | / | -3.0%
COC(=O)CSc1nc2ccccn2c(=O)c1C=O | 2.7 | -2.8% | 2.7% | 52.7%[activator] | -8.0% | -0.8% | 6.6% | -41.0% | -1.5%
CC(C)(C)OC(=O)CC12CCCCC1NC(=O)O2 (centres undefined) | -1.4 | -15.0% | -12.2% | 21.9% | -1.7% | 0.0% | -24.7% | -6.5% | 2.8%
O=C1C2CCCN2C(=O)N1CCN1CCN(c2cccc(C(F)(F)F)c2)CC1 (centres undefined) | 2.7 | ? | -10.0% | 32.9% | 2.4% | 8.6% | / | / | 15.0%
CCN(Cc1ccccc1)Cc1nc(CCc2ccccc2)no1 | -3.0 | 138.2%[activator] | -6.7% | 88.7%[activator][57 µM] | i | 2.8% | 97.9%[activator] | 308.8%[activator] | -15.0%
COc1ccc(OCCNC(=O)C(Cc2c[nH]c3ccccc23)NC(C)=O)cc1 (centres undefined) | -3.0 | -11.3% | -4.3% | 32.4% | i | 15.5% | -15.0% | -1.4% | -11.0%
COc1ccc(CCNC(=O)CCn2c(=O)c3ccccc3n(Cc3ccccc3C)c2=O)cc1OC | 3.7 | 1.4% | ? | 34.0% | -1.9% | -6.3% | ? | -8.4%[59 µM] | -9.6%
COc1ccc(NC(=O)C2CCCN(S(=O)(=O)c3cccnc3)C2)c(OC)c1 (centres undefined) | -2.9 | -15.0% | 3.3% | 33.0% | -3.4% | 0.4% | 8.0% | -10.8% | -12.0%
C=CCSc1nnc(-c2ccncc2)n1-c1ccc(OCC)cc1 | -2.7 | -13.6% | ? | 0.8% | -3.0% | 8.5% | 10.7% | 10.2%[59 µM] | 6.0%
O=C(Nc1cccc(F)c1)C1CCN(C(=O)N2CCOc3ccccc32)CC1 | -0.8 | -11.6% | -3.9% | 36.7% | -1.1% | 1.6% | -16.0% | 32.9% | -22.6%
CCOC(=O)c1c(NC(=O)CSc2nc3c(c(=O)n(C)c(=O)n3C)n2CC)sc(C)c1C | 3.4 | -5.8% | 1.7% | 6.8% | 4.3% | 1.9% | -0.1% | 12.3%[12.7 µM] | -4.7%
Cc1cc2c(c(C)c1Cl)C(c1ccc3c(c1)OCO3)CC(=O)O2 (centres undefined) | -0.7 | 0.0% | -0.1% | 40.6%[activator] | 2.4% | -3.1% | / | 23.1% | -16.4%
CN(C(=O)CSc1nncn1-c1ccccc1)C1CCS(=O)(=O)C1 (centres undefined) | 0.3 | -3.0% | 4.9% | 21.8% | -0.8% | 2.0% | -3.3% | -2.6% | -2.9%
COc1ccc(Cl)cc1NC(=O)C(C)OC(=O)C1=NNC(=O)CC1 (centres undefined) | 6.3 | -16.5% | -14.4% | 43.0%[activator] | 9.6% | 0.2% | 3.4% | 11.2%[12.7 µM] | -1.9%
